Screening data: PubChem, several laboratories
Mcl-1 Bim block: disrupts Bim peptide binding to human Mcl-1; Q07820; Bead-based flow cytometry, Bim peptide-Mcl-1 binding; inhibition, % at 10 µM; 190,000 compounds, 0.1% hits; in the data active means inhibition above about 40%;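 further: 0% = no compound tracer wells and 100% = peptide blocker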
Target sequence (Q07820 whole entry, looked up): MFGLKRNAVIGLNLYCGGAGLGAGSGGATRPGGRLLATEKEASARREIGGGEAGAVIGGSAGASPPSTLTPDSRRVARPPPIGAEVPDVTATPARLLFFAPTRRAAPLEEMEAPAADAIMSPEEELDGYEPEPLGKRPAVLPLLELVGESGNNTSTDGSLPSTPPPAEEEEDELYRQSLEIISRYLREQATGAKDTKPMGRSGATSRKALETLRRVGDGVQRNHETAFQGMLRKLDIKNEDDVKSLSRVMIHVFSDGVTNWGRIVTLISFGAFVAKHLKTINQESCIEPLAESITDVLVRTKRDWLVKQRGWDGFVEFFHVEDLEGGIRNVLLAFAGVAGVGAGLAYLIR
Rab2A wt mod: changes GTP binding to wildtype dog Rab2A, up or down; 190,000 compounds, 0.19% hits; GST-Rab2 wt beads, Bodipy-GTP binding, flow cytometry; P61105; AID 760; GTP binding activity, % at 10 µM;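 active means GTP binding activity at least 20 points away from 100%, either lowered or raised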;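 further: 0% = beads with excess unlabeled GTP and 100% = no-compound control corrected for plate trend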
Rac1 wt GTP bind: modulators of human Rac1 wildtype GTP binding; P63000; GST-Rac1 beads, fluorescent GTP binding, flow cytometry; actives lie on both sides; 0 = cold GTP competed, 100 = untreated; GTP binding activity (% of control), % at 10 µM; 190,000 compounds, 0.27% hits;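 active means GTP binding activity at least 20 points away from the 100% control level, either lower or higher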
Mcl1 Bid PPI: disrupts binding of human Mcl-1 to Bid peptide. Q07820. TR-FRET Mcl-1/Bid-Dy647 peptide binding, 1536-well. inhibition, % at 21.7 µM. 220,000 compounds, 0.97% hits. AID 1021;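 active means compounds that cut the binding signal by more than half at the single screening dose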;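 further: His-tagged Mcl-1 with europium anti-His antibody binding Bid BH3 peptide; 0% = Mcl-1 plus peptide wells and 100% = peptide-only wells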
Mcl1 Noxa PPI: disrupts binding of human Mcl-1 to Noxa peptide | Q07820 | TR-FRET Mcl-1/Noxa peptide binding, 2 h | inhibition, % at 21.7 µM | 220,000 compounds, 1.5% hits | AID 1022;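 active means compounds that cut the protein-peptide binding signal by more than 50% relative to plate controls in a single-dose test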;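 further: His-tagged Mcl-1 with rhodamine Noxa BH3 peptide and terbium anti-His antibody; 0% = Mcl-1 plus Noxa peptide wells and 100% = peptide-only wells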
Rac1 act GTP bind: modulators of GTP binding to human Rac1 activated mutant; GST-Rac1 activated beads, fluorescent GTP binding, flow cytometry; actives lie on both sides; 100% means binding = to untreated wells; percent activity (GTP binding), % at 10 µM; 190,000 compounds, 0.11% hits; AID 764;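 active means GTP binding at least 20 percentage points away from the 100% baseline, in either direction, so actives lie on both sides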
Cdc42 wt GTP: human Cdc42 wildtype GTP binding change, either direction; P60953; GST-Cdc42 beads, Bodipy-GTP binding, flow cytometry; actives lie on both sides; percent activity (GTP binding), % at 10 µM; 190,000 compounds, 0.2% hits;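 active means percent activity GTP binding at least 20 points away from the 100% baseline, either down as inhibitor or up as activator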;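 further: median bead fluorescence of bound Bodipy-FL-GTP at 100 nM; 0% = excess unlabeled GTP control and 100% = no compound control; below 100% means less GTP binding so inhibitor and above means activator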
Rab7 wt GTP bind: alters GTP binding to wildtype dog Rab7; GST-Rab7 beads, fluorescent GTP binding, flow cytometry; actives lie on both sides; untreated = 100%, excess cold GTP = 0%; GTP binding activity (percent of control), % at 10 µM; 190,000 compounds, 0.055% hits; AID 758;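 active means fluorescent GTP binding to Rab7 beads changed by at least 20 points from the 100% baseline, either direction, mostly lower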;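 further: median green fluorescence of bound Bodipy-FL-GTP per Rab7 bead population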
RGS8-Gao reg: human RGS8-Galphao interaction regulation; multiplexed bead flow cytometry, RGS8-Galphao binding; actives lie on both sides; 220,000 compounds, 0.34% hits; response (percent of control binding), % at 10 µM; P09471; in the data active means response below about 60% or above about 140%; inactive means in between;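 further: Galphao activated as the GDP aluminium fluoride complex binding bead-coupled RGS8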
Target sequence (P09471 whole entry, looked up): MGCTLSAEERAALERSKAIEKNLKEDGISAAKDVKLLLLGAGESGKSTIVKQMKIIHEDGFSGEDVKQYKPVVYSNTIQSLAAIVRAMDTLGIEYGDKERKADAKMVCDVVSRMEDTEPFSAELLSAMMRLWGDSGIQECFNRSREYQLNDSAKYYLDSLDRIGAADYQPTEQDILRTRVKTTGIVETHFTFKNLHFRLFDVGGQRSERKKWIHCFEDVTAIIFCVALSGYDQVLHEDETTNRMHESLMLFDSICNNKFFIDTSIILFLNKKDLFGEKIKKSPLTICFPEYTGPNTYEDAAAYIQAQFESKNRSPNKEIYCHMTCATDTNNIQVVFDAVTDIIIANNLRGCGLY
Pf gametocyte: P. falciparum stage V gametocyte viability inhibition | 150,000 compounds, 0.065% hits | P. falciparum stage V gametocytes, ATP luminescence, 24 h | inhibition, % at 10.9 µM | AID 743093;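 active means inhibition above the mean plus 3 SD of compounds within the control limits, set per campaign, cut at about 38% in these data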;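 further: 0% = DMSO wells and 100% = medium only without gametocytes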
HRas wt GTP bind: modulators of GTP binding to human HRas wildtype. P01112. GST-Ras wt beads, Bodipy-FL-GTP binding, flow cytometry; actives lie on both sides. GTP binding activity, % at 10 µM. 190,000 compounds, 0.14% hits. AID 759;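 active means GTP binding activity at least 20% away from the 100% baseline, either lowered as inhibitor or raised as activator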;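 further: 0% = unlabeled GTP competition control and 100% = no-compound control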
Target sequence (P01112 whole entry, looked up): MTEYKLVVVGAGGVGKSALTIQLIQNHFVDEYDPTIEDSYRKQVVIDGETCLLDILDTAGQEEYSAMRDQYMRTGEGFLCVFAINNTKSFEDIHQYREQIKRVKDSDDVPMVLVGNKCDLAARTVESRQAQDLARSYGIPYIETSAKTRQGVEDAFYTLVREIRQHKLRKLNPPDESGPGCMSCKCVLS
Active calls of the source: *; / = no result given.

SMILES	Mcl-1 Bim block	Rab2A wt mod	Rac1 wt GTP bind	Mcl1 Bid PPI	Mcl1 Noxa PPI	Rac1 act GTP bind	Cdc42 wt GTP	Rab7 wt GTP bind	RGS8-Gao reg	Pf gametocyte	HRas wt GTP bind
CCc1c(C)sc(NC(=O)c2cccs2)c1C#N	0	92	95	-4	21	96	97	98	101	7	96
O=C(OCC(CO)OC(CO)n1ccc(=O)[nH]c1=O)c1ccccc1 (stereo not given)	-3	101	102	-8	3	98	103	101	102	/	101
O=C(CSc1nc2cc(Cl)ccc2o1)c1cccs1	0	97	103	11	7	99	99	99	98	/	100
O=C(CCN1C(=O)c2ccccc2C1=O)N1CCC(c2ccccc2)C1 (stereo not given)	-4	93	93	-24	7	94	98	91	99	-4	98
Cc1cc(C2=NNC(=NC3CC3)SC2)c(C)n1-c1c(C)n(C)n(-c2ccccc2)c1=O	-2	98	101	7	52*	96	98	98	101	12	98
COCCN1C(=O)/C(=C/c2cc3c(cc2Br)OCO3)NC1=S	0	95	98	-71	8	93	93	97	103	2	95
Cc1nc2sccn2c(=O)c1Br	2	95	100	-26	-6	95	98	100	101	/	98
CCCCC(CC)CNC(=O)C1CCCN(S(=O)(=O)c2cnc[nH]2)C1 (stereo not given)	1	100	105	-17	26	98	102	98	97	/	99
COc1ccc(NC(=O)CN(c2ccc(C(C)C)cc2)S(=O)(=O)c2c(C)noc2C)cc1OC	-3	101	104	-20	-5	98	98	103	98	/	99
O=C(NC(=O)N1CCCc2ccccc21)c1ccccc1	-2	100	93	-44	3	94	96	101	101	10	96
Cc1cc(NC(=O)CSc2nc3c(c(=O)n2-c2ccc(Br)cc2)SCC3)no1	-7	100	103	-22	-2	96	100	97	82	/	100
Cc1ccc(NC(=O)CN2C(=O)C3C4C=CC(C4)C3C2=O)cc1 (stereo not given)	-1	102	101	-33	9	96	98	104	99	/	100
CCC1=NN(C(=O)c2ccc(Br)cc2)C(O)(c2ccc(C)cc2)C1 (stereo not given)	-4	95	103	4	38	96	102	100	104	7	101
CCOC(=O)c1nn(-c2ccccc2C)c2nc(-c3ccc(Cl)cc3)c(C#N)c(=O)n12	1	99	103	-18	-36	99	103	100	91	/	102
O=C(/C=C/c1ccccc1)NCCN1CCOCC1	-3	96	100	-4	7	96	105	99	101	/	96
O=C(Nc1ccc(Br)cc1F)C1CCCN(S(=O)(=O)c2cnc[nH]2)C1 (stereo not given)	0	103	107	-9	3	98	103	101	104	/	101
COC(=O)c1cc(C(=O)c2ccc(Cl)cc2)n2c(=O)/c(=C\N(C)C)sc12	2	95	93	-14	9	93	91	94	101	0	93
Cc1ccc(CNC(=O)CS(=O)Cc2nc(-c3cccs3)oc2C)cc1 (stereo not given)	-3	97	97	-10	26	96	98	96	99	/	97
CS(=O)(=O)N(Cc1ccccc1)c1ccccc1C(=O)O	0	100	104	-15	7	101	103	97	99	/	102
O=C(NNC(=O)C1CCN(S(=O)(=O)c2ccc(Cl)cc2)CC1)c1ccccc1	-6	98	101	-21	8	100	100	99	95	-25	101
Cc1ccccc1OCCCC(=O)Nc1ccc(N2CCOCC2)cc1	35	97	99	-27	51*	97	101	101	93	/	98
O=C(Cn1ncc(Cl)c(Cl)c1=O)N1CCOCC1	-8	100	93	-20	10	96	92	102	102	4	98
COc1ccc(C(=O)NCCCn2ccnc2)cc1	0	98	101	-24	4	98	99	99	104	/	101
O=C1CCCc2nn(-c3ccccc3)c(-c3ccncc3)c21	-6	97	103	1	-10	95	102	98	101	/	97
Cc1cc(NC(=O)CSc2nnc(-c3ccccc3)o2)no1	-2	95	98	-5	8	95	97	93	100	-4	96
CCOC(=O)c1cc(-c2ccccc2)sc1NC(=O)C(C)C	0	97	98	-5	7	97	102	100	109	4	96
CC(C)c1nnc(SCC(=O)NC(C)(C)C)n1C	-2	98	97	-4	-15	96	96	102	101	/	97
CC(C)(C)n1ncc2c(=O)n(CC(=O)N3CCCC3)cnc21	-1	98	101	-13	12	98	98	96	95	-22	100
O=C(CSc1ncccn1)N1CCCc2ccccc21	-4	102	104	-24	-3	97	105	103	97	/	101
CCN(CC)C(=O)c1sc(NC(=O)c2ccc(OC)c([N+](=O)[O-])c2)c(C#N)c1C	-1	99	100	-30	23	97	99	96	102	/	98
Cc1nn(C)cc1S(=O)(=O)Nc1ccc2c(c1)OCCO2	-2	96	99	-29	0	95	98	97	98	6	98
Cc1ccc(C(=O)NC(=S)Nc2cccc3nsnc23)cc1	0	97	98	7	9	96	99	97	98	/	99
Nc1nnc(SCCCC(=O)c2ccccc2)s1	11	96	97	-12	22	95	95	96	93	7	95
COc1cc(C(c2sc3ncnn3c2O)N2CCN(c3ccccc3F)CC2)cc(OC)c1OC (stereo not given)	0	98	103	-13	9	96	100	102	100	/	101
CCCCOc1ccc(-c2nc(/C=N/c3nccs3)c(O)o2)cc1	-7	101	107	-9	0	102	102	101	107	-8	102
CCOC(=O)N1CCN(C(=O)COc2ccc(S(=O)(=O)NCc3ccccc3)cc2)CC1	-3	104	109	-17	0	102	107	100	97	11	104
COC(=O)CC(c1ccc(C#N)cc1)n1c(C)ccc1C (stereo not given)	2	96	100	-18	-8	96	97	94	102	6	96
Cc1nc(NCCN2CCOCC2)c2nnn(Cc3c(F)cccc3Cl)c2n1	-1	100	98	-27	-9	97	100	101	102	/	101
NC(=O)COC(=O)c1sc2cc(F)ccc2c1Cl	1	94	93	-27	-7	97	96	96	103	0	93
C=CCN1C(=O)CS/C1=C(\C#N)S(=O)(=O)c1ccc(C)cc1	-6	103	107	-3	2	101	104	98	100	27	102
O/N=C1\CCc2cc(Cl)ccc21	-3	101	104	4	-15	98	100	101	102	/	100
Cc1ccc(C(=O)N2CCCC(c3nc4c(nnn4Cc4ccccc4)c(=O)[nH]3)C2)cc1 (stereo not given)	0	101	101	7	18	99	101	101	100	/	101
CCOc1ccc(-c2nc(CSCC(=O)NCCN3CCOCC3)c(C)o2)cc1	/	101	101	/	/	99	99	102	100	/	101
CSc1cccc(-n2cc(-c3ccc4c(c3)OCO4)[nH]c2=O)c1	-1	104	110	-4	21	100	106	105	97	/	103
Cc1csc(NC(=O)CSc2nc3ccccc3c3c2CCCC3)n1	-6	99	101	-13	6	97	102	98	98	/	99
CC(C(=O)Nc1ccncc1)(c1ccccc1)c1ccccc1	0	92	94	-4	16	96	93	91	98	-3	89
O=C(CCc1nnc(Cc2ccc(-c3ccccc3)cc2)o1)NCC1CC1	1	99	97	-5	-1	98	100	99	119	11	98
CCC(=O)n1nc(-c2ccc(OC)cc2)nc1NCc1cccs1	-2	101	99	1	9	97	100	98	95	-3	100
O=C(Nc1ccccc1C1CC1)c1cccs1	-5	101	106	-32	4	98	99	101	98	/	101
CCOC(=O)c1ccc(NC(=O)NCCc2ccccc2OC)cc1	-2	93	97	4	-4	97	96	90	108	-12	94
O=C(Nc1ccc2c(c1)OCO2)C1CCN(S(=O)(=O)Cc2ccccc2)CC1	0	103	106	-10	11	100	102	102	100	17	100
Cc1c(-c2ccccc2)nc2ccccc2c1C(=O)NCc1cccs1	-12	99	101	-2	17	97	101	98	101	-16	98
COc1cc(C(=S)N2CCOCC2)ccc1OC(=O)/C=C/c1ccco1	-1	97	101	-34	7	94	96	96	101	/	96
CC(C)(CNCC(O)c1ccccc1)N1CCOCC1 (stereo not given)	2	100	107	-3	-6	101	104	103	100	16	103
Cc1cccc(N2CCN(C(=O)C34CC5CC(CC(C5)C3)C4)CC2)c1C	0	100	98	-10	2	98	98	101	94	/	100
O=C(CNC(=O)c1cccs1)OCC(=O)c1ccc(Cl)cc1	0	101	102	-17	7	96	99	106	103	8	101
CCNC(=S)N/N=C/c1sccc1C	-3	99	98	-29	10	97	95	97	102	/	96
Cc1cc(C)nc(SCC2COc3ccccc3O2)n1 (stereo not given)	3	100	101	-20	-2	99	102	101	103	/	101
CCN(CC)CCN1C(=O)C(=O)/C(=C(/O)c2ccc(F)cc2)C1c1ccncc1 (stereo not given)	-2	101	104	-70	-5	100	103	100	108	-1	101

Gathered by group, those above with a Cl atom (nine)
SMILES	Mcl-1 Bim block	Rab2A wt mod	Rac1 wt GTP bind	Mcl1 Bid PPI	Mcl1 Noxa PPI	Rac1 act GTP bind	Cdc42 wt GTP	Rab7 wt GTP bind	RGS8-Gao reg	Pf gametocyte	HRas wt GTP bind
O=C(CSc1nc2cc(Cl)ccc2o1)c1cccs1	0	97	103	11	7	99	99	99	98	/	100
CCOC(=O)c1nn(-c2ccccc2C)c2nc(-c3ccc(Cl)cc3)c(C#N)c(=O)n12	1	99	103	-18	-36	99	103	100	91	/	102
COC(=O)c1cc(C(=O)c2ccc(Cl)cc2)n2c(=O)/c(=C\N(C)C)sc12	2	95	93	-14	9	93	91	94	101	0	93
O=C(NNC(=O)C1CCN(S(=O)(=O)c2ccc(Cl)cc2)CC1)c1ccccc1	-6	98	101	-21	8	100	100	99	95	-25	101
O=C(Cn1ncc(Cl)c(Cl)c1=O)N1CCOCC1	-8	100	93	-20	10	96	92	102	102	4	98
Cc1nc(NCCN2CCOCC2)c2nnn(Cc3c(F)cccc3Cl)c2n1	-1	100	98	-27	-9	97	100	101	102	/	101
NC(=O)COC(=O)c1sc2cc(F)ccc2c1Cl	1	94	93	-27	-7	97	96	96	103	0	93
O/N=C1\CCc2cc(Cl)ccc21	-3	101	104	4	-15	98	100	101	102	/	100
O=C(CNC(=O)c1cccs1)OCC(=O)c1ccc(Cl)cc1	0	101	102	-17	7	96	99	106	103	8	101
